Compound activity: PubChem BioAssay, Emory University Molecular Libraries Screening Center
14-3-3g Raf: modulators of 14-3-3 gamma protein binding, primary screen, biochemical, fluorescence polarization; AID 422, 2006; FP, 14-3-3gamma / TMR-pS259-Raf peptide binding; actives 0.19% (n = 160,000); inhibition, % at 40 µM; 14-3-3 protein gamma (Homo sapiens), P61981; in the data active = inhibition above about 30%;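 note: 0% = protein plus tracer without compound and 100% = blank with tracer alone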
Target sequence (P61981 whole entry, looked up): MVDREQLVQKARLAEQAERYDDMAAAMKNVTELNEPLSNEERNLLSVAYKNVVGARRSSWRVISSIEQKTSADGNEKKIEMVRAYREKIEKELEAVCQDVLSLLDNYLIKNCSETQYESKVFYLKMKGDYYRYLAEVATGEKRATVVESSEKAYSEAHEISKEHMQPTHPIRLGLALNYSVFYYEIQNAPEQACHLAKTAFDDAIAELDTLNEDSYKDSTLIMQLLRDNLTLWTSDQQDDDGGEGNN
An asterisk follows results filed as active; & = joins results of further samples. Not all compounds are listed; the hit share may differ from the screen's.

Structure | 14-3-3g Raf
C[C@H]1CC2C3CCC4=CC(=O)C=C[C@]4(C)[C@@]3(Cl)[C@@H](O)C[C@]2(C)[C@@]1(O)C(=O)CO (some centres undefined) | -4.7
COc1ccc(-c2nc(NC(=O)c3ccccc3)sc2C)cc1[N+](=O)[O-] | -1.1
CC1CCCC(NC(=O)C2N(Cc3ccc4c(c3)OCO4)C(=O)C3C(C(=O)Nc4ccc(Cl)cc4)C4C=CC32O4)C1C (centres undefined) | 1.9
O=C(NCc1ccccc1)c1cc(-c2ccco2)on1 | -5.0&-63.7
CCOc1ccc(N(CC(=O)NC2CCCC2)C(=O)CCC(=O)Nc2ccccn2)cc1 | -2.0
C=CCNc1nc(Nc2ccc(I)cc2C)nc(OCC)n1 | -9.0
O=C1c2ccc(-c3nc4ccc(Br)cc4c(=O)o3)cc2C(=O)N1C1CCCCC1 | 3.0
Cc1noc(C)c1S(=O)(=O)N1CCCC(C(=O)N2CCN(C3CCCCC3)CC2)C1 (centres undefined) | 1.7
COc1ccc(OC)c(N2C(=O)CC(C(C)c3ccccc3)C2=O)c1 (centres undefined) | 3.8
Cc1ccccc1N(CC(=O)NCC1CCCO1)C(=O)C1(C)CC(=O)N=C2C=CC=CN21 (centres undefined) | 0.6
CCN(CC)C(=O)CSc1ncnc2c1nnn2-c1ccc(OC)cc1 | -10.8
CCOC(=O)c1ccc(NC(=O)C(C)N2C(=O)c3ccccc3C2=O)cc1 (centres undefined) | -1.7
CSc1ccccc1NC(=O)c1cnc2scc(C)n2c1=O | -6.8
O=S(=O)(NCCC1=CCCCC1)c1cccs1 | -3.3
CCOC(=O)CSc1nc2ccccc2n1CC(=O)N(C(C)C)C(C)C | -11.2
O=C1C(c2ccc(F)cc2)N(Cc2ccccc2)C(=O)CN1C1CCCC1 (centres undefined) | 3.2
Cc1ccc(-c2noc(CCC(=O)N3CCCc4ccccc43)n2)cc1 | -5.2
O=C1CN(S(=O)(=O)c2ccccc2)CC(=O)N1CCc1ccccc1 | -6.8
CC1CN(C(=O)c2c(NC(=O)c3ccc(Cl)cc3)sc3c2CCC(C(C)(C)C)C3)CC(C)O1 (centres undefined) | 1.1
CCOc1ccc(NC(=O)C2C3C=CC4(CN(C(C(=O)OC)C(C)C)C(=O)C24)O3)cc1 (centres undefined) | -5.8
CCCc1ccc(O)c(N=Cc2cc([N+](=O)[O-])cc(OC)c2O)c1 | -30.0
Cc1cc(C)cc(Oc2coc3c(CN4CCOCC4)c(O)ccc3c2=O)c1 | -11.6
COC(=O)c1ccc(NC(=O)CSc2nccn2C)cc1 | 0.3
Cc1ccc(C(O)(c2ccc(C)cc2)c2cccnc2N2CCCCC2)cc1 | 13.7
CCOC(=O)C1CCCN(c2cc(Nc3ccc4c(c3)OCCO4)c3c4c(onc24)-c2ccccc2C3=O)C1 (centres undefined) | 8.3
CCC(Sc1nc2nc(C)c(Cc3ccccc3Cl)c(C)n2n1)C(=O)N(CC)CC (centres undefined) | 1.3
COc1ccc(C2C3=C(Nc4ncnn42)c2ccccc2CC3)cc1OC (centres undefined) | -5.9
S=c1[nH]nc(-c2cccs2)n1CCc1ccccc1 | -1.0
CCOC(=O)c1ccccc1Nc1nc2cc(OC)ccc2cc1C#N | 3.2
O=C(CN1CCc2ccccc2C1)c1cccs1 | 7.3

Taken from above:
14-3-3g Raf, `O=C1CN(S(=O)(=O)c2ccccc2)CC(=O)N1CCc1ccccc1` reads -6.8
14-3-3g Raf, `O=C1C(c2ccc(F)cc2)N(Cc2ccccc2)C(=O)CN1C1CCCC1` (centres undefined) reads 3.2
14-3-3g Raf, `CCC(Sc1nc2nc(C)c(Cc3ccccc3Cl)c(C)n2n1)C(=O)N(CC)CC` (centres undefined) reads 1.3
14-3-3g Raf, `COc1ccc(C2C3=C(Nc4ncnn42)c2ccccc2CC3)cc1OC` (centres undefined) reads -5.9
14-3-3g Raf, `S=c1[nH]nc(-c2cccs2)n1CCc1ccccc1` reads -1.0
14-3-3g Raf, `COC(=O)c1ccc(NC(=O)CSc2nccn2C)cc1` reads 0.3
14-3-3g Raf, `CC1CN(C(=O)c2c(NC(=O)c3ccc(Cl)cc3)sc3c2CCC(C(C)(C)C)C3)CC(C)O1` (centres undefined) reads 1.1

Additional entries:
Structure | 14-3-3g Raf
N#CC1=C(N)Oc2cc(N)ccc2C1C1CC=CCC1 (centres undefined) | 5.5
CCOc1cccc(C(=O)Nc2cccc(-c3nc4cc(C)c(C)cc4o3)c2)c1 | -28.6
CCc1ccc(N2C(=O)NC3CC2(C)Oc2ccc(Cl)cc23)cc1 (centres undefined) | 1.9
O=c1cc(CN2CCC3(CC2)OCCO3)c2c(ccc3ccccc32)o1 | -4.3
N#Cc1cc2c(nc1SCc1nc3ccccc3[nH]1)CCC2 | -8.4
O=C(c1nn2c(c1Br)NC(c1cccs1)CC2C(F)(F)F)N1CCOCC1 (centres undefined) | 2.1
CC(=O)Nc1ccc2nc(-c3ccccn3)[nH]c2c1 | -3.1
COc1ccc(C(c2nnnn2Cc2cccs2)N2CCN(c3ccc(F)cc3)CC2)cc1OC (centres undefined) | 0.8
CCCc1cc(=O)oc2c(C)c(OC)ccc12 | -8.0
O=C(CCCn1c(=O)c2sccc2n(CC(=O)NCc2ccco2)c1=O)NCc1ccco1 | -1.9
CCSc1nc2c(c(=O)[nH]1)C(c1ccc(O)cc1)C1=C(CC(C)(C)CC1=O)N2 (centres undefined) | 1.9
O=C(O)CNC1=NCCCCC1 | 3.9&-8.2
CCC(=O)N1CCc2cc(S(=O)(=O)NC(CC(C)C)C(=O)N3CCCC3)ccc21 (centres undefined) | -5.3
CCCCN(CC)c1ncnc2c1sc1nc(N3CCOCC3)c3c(c12)CC(C)(C)OC3 | 3.0
O=C(Nc1ccc2nn(-c3ccccc3)nc2c1)c1ccc2c(c1)OCCO2 | -1.0

A second format for some results above:
14-3-3g Raf | Structure
5.5 | N#CC1=C(N)Oc2cc(N)ccc2C1C1CC=CCC1 (centres undefined)
-28.6 | CCOc1cccc(C(=O)Nc2cccc(-c3nc4cc(C)c(C)cc4o3)c2)c1

Next section
Structure | 14-3-3g Raf
Cc1ccc2c(c1)nnn2C1CCN(C(=O)C2CCCCC2)CC1 | 1.9
Cc1cccc(NC(=O)c2cc3c(CO)cnc(C)c3oc2=O)c1 | 2.5
COc1ccc(Nc2ncnc3c2cnn3-c2ccccc2)cc1Cl | -70.7
CC1CCCCC12NC(=O)N(CC(=O)NCCc1ccccn1)C2=O (centres undefined) | -1.4
CCC(C)c1c(O)nc(SCC(=O)Nc2nc3ccccc3s2)[nH]c1=O (centres undefined) | -12.2
COc1ccc(C2Nc3cc(C(C)(C)C)cc(C(C)(C)C)c3O2)cc1OC (centres undefined) | -3.1
CCOc1ccc(C(=O)NCCn2c(C)cc3ccccc32)cc1 | 2.8
COc1ccc2c(=O)c(-c3ccccc3C)c(C)oc2c1C | -6.7
Cc1noc(C)c1S(=O)(=O)N1CCC(C(=O)N2CCCCC2)CC1 | 3.8
CC(C)C(=O)N(Cc1cc2ccccc2[nH]c1=O)C(C)C | -6.1
O=C(O)c1cn(-c2ccccc2)nc1-c1ccc(Br)cc1 | -1.7
Cn1c(=O)c2c(nc(SCCN3CCOCC3)n2Cc2ccccc2)n(C)c1=O | -9.6&-3.6
COc1ccc(C=Nc2ccc(-c3ccc(N=Cc4ccc(OC)c(O)c4)cc3)cc2)cc1O | -11.1
CC(C)(CNC(=O)c1cccs1)CNC(=O)c1cccs1 | -8.4
O=C1COc2ccc(OCc3ccc(F)cc3)cc21 | -10.3
CCNC(=O)CCC(=O)Nc1cc(Cl)ccc1C | -3.7
Nc1ncn(-c2ccc(Cl)cc2)c1C(=O)c1ccc([N+](=O)[O-])cc1 | -7.7
CCOC(=O)C1=C(N)OC2=C(C(=O)CC(C)(C)C2)C1c1ccc(OC)cc1 (centres undefined) | 2.7
CC1CN(S(=O)(=O)c2ccc(C(=O)Nc3nnc(-c4ccc5c(c4)CCCC5)o3)cc2)CC(C)O1 (centres undefined) | 6.1
Cc1cc(O)c(C(C)C)cc1NC1=NS(=O)(=O)c2ccccc21 | -9.2
CCOc1cccc2cc(-c3csc(Nc4cc(OC)ccc4OC)n3)c(=O)oc12 | -3.1
CC(C)(C)C1CCc2onc(C(=O)Nc3cc(Cl)ccc3O)c2C1 (centres undefined) | -42.5
O=C(c1ccc(=O)oc1)N1CCOCC1 | -8.9
O=C(Nc1ccc([N+](=O)[O-])cc1)c1cccc2c1C(=O)c1ccccc1-2 | -16.1
CCCCc1noc(-c2c(-c3ccccc3Cl)noc2C)n1 | -1.9
Cc1nc2cc(C(=O)NCc3cccnc3)ccc2n1-c1ccc(Br)cc1 | -98.0
COc1cccc(NC(=O)CSc2nnc(N)s2)c1 | -6.5
CSc1nsc(SCc2ccc(F)cc2)n1 | 2.5
Cc1ccc(C(=O)C2=C(O)C(=O)N(CCN3CCOCC3)C2c2ccccn2)o1 (centres undefined) | -9.8
COc1ccc(S(=O)(=O)NCCC(=O)N2CCOCC2)cc1 | -2.3
CCc1cc2c(=O)c(-c3nc4ccccc4n3C)coc2c(CN2CCOCC2)c1O | -3.7
Cc1ccc(C2/C(=C(\O)c3ccc(Br)cc3)C(=O)C(=O)N2CCCn2ccnc2)cc1 (centres undefined) | -0.1
NS(=O)(=O)c1ccc(CCNS(=O)(=O)c2ccc3c(c2)CCN3C(=O)C2CCC2)cc1 | -14.1
O=C(c1ccc2c(=O)n(CCc3ccccc3)c(SCc3cccc([N+](=O)[O-])c3)nc2c1)N1CCOCC1 | -5.9
NC(=O)C1CCN(C(=O)N2c3ccccc3Sc3ccccc32)CC1 | -7.0
CCOC(=O)c1c(NC(=O)CSc2nc3c(c(=O)n(C)c(=O)n3C)n2CC)sc(C)c1C | -4.2
COc1ccc(Br)cc1C=Nc1cc(Br)ccc1C(=O)O | -7.2
CCN1CNC(=S)N(c2cc(C)ccc2C)C1 | -0.5
CCN(CC)CCOC(=O)c1ccc(NC(=O)COc2cc(=O)n(CC)c3ccccc23)cc1 | -4.0
CC(CCc1ccccc1)NCC(O)c1ccc(O)c(C(N)=O)c1 (centres undefined) | -3.9&8.0
O=C(CSc1nnc(-c2c[nH]c3ccccc23)n1-c1ccc(F)cc1)N1CCCC1 | -1.1
O=C(NC1CCCC1)C(c1ccccc1)N(C(=O)c1ccno1)c1cccnc1 (centres undefined) | -2.4
CCC1Oc2ccccc2N(CC(=O)NC2CCCCCC2)C1=O (centres undefined) | -7.8
Cc1cc2nc3c(nc2cc1C)C1(C(=O)O)CCC3(C)C1(C)C (centres undefined) | -7.6
Cc1ccc(NC(=O)C2CCN(S(=O)(=O)c3c(C)noc3C)CC2)nc1 | -5.8
Nc1nc(CN2CCOCC2)cs1 | -3.6
CCCC12CN3CC(C)(CN(C1)C3c1ccc([N+](=O)[O-])cc1)C2=O (centres undefined) | 7.8
O=C(CC1SC(=Nc2ccccc2)N(c2ccccc2)C1=O)Nc1cccc(Cl)c1 (centres undefined) | -11.9
COc1ccc(C2=Nc3ccccc3NC(c3ccc([N+](=O)[O-])cc3)C2)cc1 (centres undefined) | -5.0
COc1cccc(C2=CC(c3cccc(OC)c3OC)n3nnnc3N2)c1 (centres undefined) | -2.4&-3.6
O=C(O)c1ccccc1S(=O)(=O)NCC(O)COC1CCCCC1 (centres undefined) | 6.6
O=C(NCc1ccccc1Cl)C1(S(=O)(=O)c2ccc(Cl)cc2)CC1 | -12.9
CCC(C(=O)NCc1ccco1)N(C(=O)CNS(=O)(=O)c1ccc(C)cc1)c1ccccc1OC (centres undefined) | -4.8
Cc1cc(C)n2c(SCCc3ccccc3)nnc2n1 | -9.0
CCc1c(C)c(C#N)c2nc3ccccc3n2c1N(C)C | -9.2
O=C(Nc1nnc(-c2ccc(Cl)s2)o1)c1ccc(S(=O)(=O)N2CCCC2)cc1 | -0.5
CCCCCSc1nncc(=O)[nH]1 | -11.2
COCCCn1c(SCC(=O)N2CCCCC2C)nnc1-c1ccco1 (centres undefined) | -7.5
Cc1cccc(C)c1OCc1nnc(SCC(=O)Nc2ccccc2F)o1 | 0.1
CCOc1ccc(NC(=O)CCS(=O)(=O)c2ccc3c(c2)CC(C)N3C(C)=O)cc1 (centres undefined) | -5.8

Next section:
Structure | 14-3-3g Raf
O=C(N1CCOCC1)C(F)(F)C(F)(F)C(F)(F)C(F)(F)C(=O)N1CCOCC1 | -0.1
CC(=O)N1CCc2cc(S(=O)(=O)NCCC(=O)Nc3cc(C)cc(C)c3)ccc21 | -1.2
COC(=O)N(C)CCCC1(C)C(=O)N(C)c2ccc(O)cc21 (centres undefined) | 1.0
COc1cc(C2C(C(=O)OCc3ccccc3)=C(C)N=C3SCCC(=O)N32)ccc1OC(C)=O (centres undefined) | -12.2
CCOc1cccc2c1OC1(C)NC(=S)NC2C1C(=O)Nc1ccc(C)cc1C (centres undefined) | -1.1
COc1cccc2c1OC1(C)C(C(=O)N(C)C)C2NC(=S)N1c1ccc(C)cc1 (centres undefined) | 4.5
Cc1cc(=O)oc2c1c(C(F)(F)F)nn2-c1ccc(Cl)cc1 | 0.0
Cc1cc2cc(CCNC(=O)c3ccc(Cl)cc3)c(=O)[nH]c2cc1C | -12.2
CCC(=O)Nc1nc(C)c(-c2csc(Nc3ccc(N(CC)CC)cc3)n2)s1 | -1.6
COc1ccc2c(c1)c(=O)oc1c(C)c(OCC(=O)OC(C)C)ccc12 | -12.2
CC1Oc2ccccc2N(CC(=O)N(Cc2ccccc2)Cc2ccccn2)C1=O (centres undefined) | -3.9
c1ccc2c(c1)OCC(c1nnc3sc(-c4cnccn4)nn13)O2 (centres undefined) | -26.6
OCc1nc2ccc(Cc3ccc4nc(CO)[nH]c4c3)cc2[nH]1 | -13.5
O=C(Cc1ccccc1)Oc1ccccc1N1C(=O)C2C3CCC(C3)C2C1=O (centres undefined) | -18.9
COC(=O)C1=C(C)NC2=C(C(=O)CC(C)(C)C2)C1c1ccc(OC)cc1 (centres undefined) | -3.5
Nc1ccccc1-c1nnc2n1CCCCC2 | -6.7
CC1CCN(S(=O)(=O)c2ccc(NC(=O)c3ccc(Br)o3)cc2)CC1 | -1.2
O=C(Nc1c(O)c2ccccc2[nH]c1=O)c1ccncc1 | 3.0
CCOC(=O)C(NC(C)=O)(Nc1ccc(F)cc1)C(F)(F)F (centres undefined) | -9.2
